Source: PubChem (several laboratories)
PvdQ inh: P. aeruginosa PvdQ acylase inhibition. inhibition, % at 10 µM. AID 488965. purified PvdQ acylase, fluorescence plate reader. 340,000 compounds, 0.063% hits; in the data active means inhibition above about 30%, passing the limit was not always enough;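 further: 0% = vehicle neutral wells and 100% = reference inhibitor wells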
Keap1 Nrf2 FP: inhibitors of human Keap1-Nrf2 protein-protein interaction | 340,000 compounds, 0.15% hits | inhibition, % at 9.4 µM | AID 504523 | Keap1 Kelch-Nrf2 peptide fluorescence polarization, 1536-well; in the data active means inhibition above about 12%;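 further: human Keap1 Kelch domain with fluorescein labeled Nrf2 9mer peptide probe; 0% = neutral control wells and 100% = peptide positive control; higher means more block of Keap1 binding to Nrf2 peptide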
PKA-R2B activ: activators of human PKA-R2B complex; P22694+P31323; PKA-R2B holoenzyme dissociation, Cy5-IP20 fluorescence polarization; R2B truncated from residue 108, S112A mutant; 0% DMSO only, 100% 113 µM cGMP; activation, % at 11.4 µM; 340,000 compounds, 0.079% hits;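 active means activation above a cutoff set at the mean over all compounds plus 3 SD, cut at about 18% in these data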;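 further: higher means more holoenzyme dissociation and a rise in polarization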
Target sequence (P31323 whole entry, looked up, other chains not shown, the tested form may be a part): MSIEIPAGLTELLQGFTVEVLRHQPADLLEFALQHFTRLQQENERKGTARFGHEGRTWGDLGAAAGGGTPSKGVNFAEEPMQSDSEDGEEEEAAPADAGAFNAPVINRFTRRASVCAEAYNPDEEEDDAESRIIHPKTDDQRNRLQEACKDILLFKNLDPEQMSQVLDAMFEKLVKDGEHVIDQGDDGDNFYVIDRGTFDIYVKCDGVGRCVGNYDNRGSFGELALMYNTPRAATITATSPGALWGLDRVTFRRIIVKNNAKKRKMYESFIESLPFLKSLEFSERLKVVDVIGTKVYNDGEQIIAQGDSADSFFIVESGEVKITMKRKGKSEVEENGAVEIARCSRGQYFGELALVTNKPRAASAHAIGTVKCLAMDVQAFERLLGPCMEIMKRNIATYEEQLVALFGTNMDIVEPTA
NSD2 inh: NSD2 (human) methyltransferase inhibition; inhibition, % at 12.5 µM; O96028; NSD2 peptide methylation, AlphaScreen, 120 min; 310,000 compounds, 0.54% hits; in the data active means inhibition above about 50%
DAGLB inh: diacylglycerol lipase beta (human) inhibition. HEK293T DAGLB membrane lysate, EnzChek fluorogenic substrate. 340,000 compounds, 0.059% hits. Q8NCG7. inhibition, % at 5.17 µM; in the data active means inhibition above about 34%;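 further: 0% = enzyme with vehicle and 100% = wells lacking enzyme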
Target sequence (Q8NCG7 whole entry, looked up): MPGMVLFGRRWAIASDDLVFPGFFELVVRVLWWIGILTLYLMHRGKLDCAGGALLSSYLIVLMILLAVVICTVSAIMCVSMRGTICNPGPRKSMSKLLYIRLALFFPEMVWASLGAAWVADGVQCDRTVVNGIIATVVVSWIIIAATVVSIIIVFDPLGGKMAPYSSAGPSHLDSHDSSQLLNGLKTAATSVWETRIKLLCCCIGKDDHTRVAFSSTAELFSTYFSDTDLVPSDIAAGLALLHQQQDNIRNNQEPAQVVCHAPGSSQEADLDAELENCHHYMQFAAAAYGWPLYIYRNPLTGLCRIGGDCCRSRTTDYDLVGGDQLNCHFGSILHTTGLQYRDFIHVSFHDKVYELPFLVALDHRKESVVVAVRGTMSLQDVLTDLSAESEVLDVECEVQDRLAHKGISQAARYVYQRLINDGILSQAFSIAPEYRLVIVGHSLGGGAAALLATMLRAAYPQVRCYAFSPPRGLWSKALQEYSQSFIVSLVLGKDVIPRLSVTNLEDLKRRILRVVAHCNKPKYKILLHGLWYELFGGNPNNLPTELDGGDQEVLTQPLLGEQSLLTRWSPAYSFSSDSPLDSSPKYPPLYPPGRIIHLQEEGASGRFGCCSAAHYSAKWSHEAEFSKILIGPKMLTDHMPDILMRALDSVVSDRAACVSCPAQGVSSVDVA
SR-BI HDL uptake: inhibitors of mouse SR-BI mediated HDL lipid uptake. ldlA[mSR-BI] CHO cells, DiI-HDL uptake fluorescence, 3 h. inhibition, % at 12.5 µM. 320,000 compounds, 0.96% hits. AID 488896;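 active means mean replicate inhibition of at least 70% and a set share of replicates each scoring 70 or more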;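 further: 0% = median of neutral control wells and 100% = median of positive control wells; values of inactives mirror those of a sister screen read the other way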
C-LANA FP: KSHV C-LANA DNA binding inhibition; AID 504423; 340,000 compounds, 0.078% hits; inhibition, % at 9 µM; MBP-C-LANA/FAM-LBS DNA binding, fluorescence polarization;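 active means highest replicate inhibition at or above 60% at 9 µM, even if other replicates fall short; inactive means all replicates below 60% inhibition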;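 further: 0% = neutral control wells and 100% = 4 µM acridine orange control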
Arrestin-AP2 inh: inhibitors of human beta-arrestin and AP2 interaction | FITC-arrestin peptide / GST-AP2 beads, flow cytometry; AP2 beta2 appendage carries R879A mutation | inhibition, % at 10 µM | 340,000 compounds, 0.31% hits;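 active means inhibition above a set limit, near 3 SD of compounds lacking own fluorescence, cut at about 54% in these data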;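 further: plate controls were DMSO wells for no effect and 5 µM unlabelled arrestin peptide for full effect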
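Test system: GST-tagged AP2 beta2-adaptin appendage (R879A) on 4 µm glutathione beads; also added: fluorescein-tagged arrestin peptide at 50 nM final; timing: 12 min plus 1 h, RT; signal: flow cytometry, FL1 (488/535 nm); read-out: percent drop in bead-associated FITC signal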
SR-BI DiI-HDL act: enhances SR-BI lipid uptake from DiI-HDL; CHO ldlA[mSR-BI] cells, DiI-HDL uptake fluorescence, 3 h; 100 = double the neutral-control signal; activation, % at 12.5 µM; 320,000 compounds, 0.096% hits; AID 504775;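 active means mean replicate activation of at least 60% and every replicate at or above 60%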;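 further: 0% = median plate neutral-control signal and 100% = twice that signal; values of inactives mirror those of a sister screen read the other way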
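Material – SR-BI-overexpressing, LDLR-lacking CHO cells · Medium – BSA-supplemented, HEPES-buffered Ham's F12, pH 7.4 · Doses – single concentration · Times – compound with DiI-HDL co-incubation, 3 h at 37 °C · Measured by – bottom-read fluorescence, 550/595 nm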
Cardiac RTF inh: cardiac RTF calcium desensitization | AID 493244 | inhibition, % at 7.15 µM | 340,000 compounds, 0.12% hits | IANBD-labeled cardiac RTF, Ca2+ fluorescence;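 active means inhibition above the mean inhibition of all tested compounds plus 3 SD, cut at about 17% in these data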;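 further: assay run at fixed EC70 calcium of 1.6 mM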
Active calls of the source: *. Compounds were not picked by outcome; 2.1% or so of the library scored in one or more.

CC(=O)N1CCC2(CC1)CC(=O)c1cc(OCC(=O)NCc3ccc(C)cc3)ccc1O2 was read as PvdQ inh -7, Keap1 Nrf2 FP -1, PKA-R2B activ -10, NSD2 inh -3, DAGLB inh -2, SR-BI HDL uptake 3, C-LANA FP 0.1, Arrestin-AP2 inh 9, SR-BI DiI-HDL act -3 and Cardiac RTF inh -3.
Screening CCC[C@H](CN[C@@H](CNC)[C@H](C)CC)NCCc1cc(C(F)(F)F)cc(C(F)(F)F)c1 returned PvdQ inh -1, Keap1 Nrf2 FP -1, PKA-R2B activ 9, DAGLB inh -8, SR-BI HDL uptake -36, C-LANA FP 0.8, Arrestin-AP2 inh 18, SR-BI DiI-HDL act 36 and Cardiac RTF inh 1.
Screening CC(C)N1C(=O)N(c2cccc(Cl)c2)C(C)(O)CC1(C)C (configuration not stated) returned PvdQ inh -11, Keap1 Nrf2 FP -2, PKA-R2B activ 6, NSD2 inh 1, DAGLB inh -4, SR-BI HDL uptake -12, C-LANA FP 4.8, Arrestin-AP2 inh 20, SR-BI DiI-HDL act 12 and Cardiac RTF inh -7.
`COc1ccccc1-n1c(SCC(=O)Nc2cc(C)on2)nc2c([nH]c3ccccc32)c1=O` gave PvdQ inh -14, Keap1 Nrf2 FP -2, PKA-R2B activ -1, DAGLB inh 3, SR-BI HDL uptake 23, C-LANA FP -0.3, Arrestin-AP2 inh 2, SR-BI DiI-HDL act -23 and Cardiac RTF inh -2.
For Cc1cc(OC(F)F)ccc1NC(=O)Nc1ccc([N+](=O)[O-])cc1 the results were PvdQ inh -7, Keap1 Nrf2 FP -4, PKA-R2B activ 1, NSD2 inh -3, DAGLB inh -2, SR-BI HDL uptake 22, C-LANA FP 0.0, Arrestin-AP2 inh 33, SR-BI DiI-HDL act -22 and Cardiac RTF inh -7.
CC(=O)c1c(C)nc(-c2ccc(OCC(=O)Nc3ccc(F)cc3)cc2)n1O was read as PvdQ inh -8, Keap1 Nrf2 FP -2, PKA-R2B activ 8, NSD2 inh 2, DAGLB inh -1, SR-BI HDL uptake 9, C-LANA FP 0.5, Arrestin-AP2 inh 34, SR-BI DiI-HDL act -9 and Cardiac RTF inh -3.
CCn1c(C(C)NS(=O)(=O)c2ccc(Cl)cc2)n[nH]c1=S (configuration not stated) was read as PvdQ inh -10, Keap1 Nrf2 FP 2, PKA-R2B activ 0, NSD2 inh 0, DAGLB inh 1, SR-BI HDL uptake -9, C-LANA FP 3.3, Arrestin-AP2 inh 17, SR-BI DiI-HDL act 9 and Cardiac RTF inh -5.
For COc1cc(C2NC(=O)CCC2[N+](=O)[O-])c(OC)cc1Br (configuration not stated) the results were PvdQ inh -2, Keap1 Nrf2 FP -2, PKA-R2B activ 6, NSD2 inh 9, DAGLB inh -1, SR-BI HDL uptake -19, C-LANA FP 2.0, Arrestin-AP2 inh 1, SR-BI DiI-HDL act 19 and Cardiac RTF inh -4.
For CCc1cc2c3c(c1)/C(=C1/SC(N)=NC1=O)C(=O)N3C(C)(C)C=C2C the results were PvdQ inh 5, Keap1 Nrf2 FP -9, PKA-R2B activ -8, NSD2 inh 0, DAGLB inh 1, SR-BI HDL uptake 24, C-LANA FP -2.5, Arrestin-AP2 inh 8, SR-BI DiI-HDL act -24 and Cardiac RTF inh -8.
`O=C(Nc1ccccc1C(=O)NCC1CCCO1)c1ccc(Cl)cc1` (configuration not stated) gave PvdQ inh -12, Keap1 Nrf2 FP -2, PKA-R2B activ 4, NSD2 inh -1, DAGLB inh -6, SR-BI HDL uptake 1, C-LANA FP 0.8, Arrestin-AP2 inh -16, SR-BI DiI-HDL act -1 and Cardiac RTF inh 3.
COC(=O)c1ccccc1NC(=S)NC(=O)c1ccccc1 was read as PvdQ inh -17, Keap1 Nrf2 FP -18, PKA-R2B activ 0, NSD2 inh 16, DAGLB inh 1, SR-BI HDL uptake 32, C-LANA FP 0.1, Arrestin-AP2 inh 4, SR-BI DiI-HDL act -32 and Cardiac RTF inh -16.
Screening C=CCNc1nc(N)c(C(=O)Nc2cc(C)on2)s1 returned PvdQ inh 9, Keap1 Nrf2 FP 5, PKA-R2B activ -2, NSD2 inh 33, DAGLB inh 2, SR-BI HDL uptake -29, C-LANA FP 1.2, Arrestin-AP2 inh 2, SR-BI DiI-HDL act 29 and Cardiac RTF inh 2.
`CN(C)/C=N/c1c(C#N)cnn1C` gave PvdQ inh 7, Keap1 Nrf2 FP 0, PKA-R2B activ -1, NSD2 inh 0, DAGLB inh 1, SR-BI HDL uptake -45, C-LANA FP -1.9, Arrestin-AP2 inh 23, SR-BI DiI-HDL act 45 and Cardiac RTF inh 6.
Screening Nn1c(SCC(=O)Nc2ccc3c(c2)OCO3)nnc1-c1ccc(Cl)cc1 returned PvdQ inh -9, Keap1 Nrf2 FP 4, PKA-R2B activ 4, NSD2 inh -1, DAGLB inh 1, SR-BI HDL uptake -24, C-LANA FP 1.1, Arrestin-AP2 inh 4, SR-BI DiI-HDL act 24 and Cardiac RTF inh -3.
`O=C(COc1ccc(OCc2ccccc2)cc1)NC1CCOC1=O` (configuration not stated) gave PvdQ inh 1, Keap1 Nrf2 FP 1, PKA-R2B activ 14, NSD2 inh 0, DAGLB inh -4, SR-BI HDL uptake -21, C-LANA FP -0.9, Arrestin-AP2 inh -5, SR-BI DiI-HDL act 21 and Cardiac RTF inh -7.
Screening COc1ccc2oc(C(=O)NC3(C)CCS(=O)(=O)C3)c(C)c2c1 (configuration not stated) returned PvdQ inh 7, Keap1 Nrf2 FP 2, PKA-R2B activ -8, NSD2 inh -2, DAGLB inh -2, SR-BI HDL uptake 18, C-LANA FP -1.4, Arrestin-AP2 inh 23, SR-BI DiI-HDL act -18 and Cardiac RTF inh -6.
For CSCCC(NC(N)=O)C(=O)Nc1ccc(C)cc1 (configuration not stated) the results were PvdQ inh -12, Keap1 Nrf2 FP -2, PKA-R2B activ -1, NSD2 inh 4, DAGLB inh 0, SR-BI HDL uptake -15, C-LANA FP 1.4, Arrestin-AP2 inh 27, SR-BI DiI-HDL act 15 and Cardiac RTF inh -5.
COc1ccc2c(CC(=O)NNC(=O)c3ccc(C)cc3)coc2c1 was read as PvdQ inh -12, Keap1 Nrf2 FP -1, PKA-R2B activ -3, NSD2 inh 1, DAGLB inh -4, SR-BI HDL uptake -15, C-LANA FP 0.9, Arrestin-AP2 inh 0, SR-BI DiI-HDL act 15 and Cardiac RTF inh 3.
For CC(C)c1ccc(NC(=S)Nc2ccc(OC(F)(F)F)cc2)cc1 the results were PvdQ inh -5, Keap1 Nrf2 FP -9, PKA-R2B activ 0, NSD2 inh 1, DAGLB inh -2, SR-BI HDL uptake -31, C-LANA FP -1.7, Arrestin-AP2 inh -9, SR-BI DiI-HDL act 31 and Cardiac RTF inh 6.
`N#Cc1nc(Nc2cc(F)cc(F)c2)c2ncn(CC(F)F)c2n1` gave PvdQ inh -10, Keap1 Nrf2 FP -6, PKA-R2B activ -5, DAGLB inh 1, SR-BI HDL uptake 46, C-LANA FP 0.7, Arrestin-AP2 inh 6, SR-BI DiI-HDL act -46 and Cardiac RTF inh -15.
Cc1ccc([N+](=O)[O-])cc1S(=O)(=O)N1CCCCC1C(=O)O (configuration not stated) was read as PvdQ inh -8, Keap1 Nrf2 FP -4, PKA-R2B activ -5, NSD2 inh -1, DAGLB inh 1, SR-BI HDL uptake -16, C-LANA FP -0.2, Arrestin-AP2 inh -13, SR-BI DiI-HDL act 16 and Cardiac RTF inh -3.
For OCc1nc2ccccc2n1/N=C/c1cccs1 the results were PvdQ inh -11, Keap1 Nrf2 FP 1, PKA-R2B activ 1, NSD2 inh 0, DAGLB inh 2, SR-BI HDL uptake -2, C-LANA FP -1.0, Arrestin-AP2 inh 2, SR-BI DiI-HDL act 2 and Cardiac RTF inh -3.
For O=C(O)CSCC(=O)Nc1ccc(C(=O)O)cc1 the results were PvdQ inh 0, Keap1 Nrf2 FP 1, PKA-R2B activ -3, NSD2 inh 0, DAGLB inh 2, SR-BI HDL uptake 4, C-LANA FP 0.2, Arrestin-AP2 inh 8, SR-BI DiI-HDL act -4 and Cardiac RTF inh -8.
`Cc1cc(-c2ccc(C)c(S(=O)(=O)Nc3cccc(CN4CCCC4)c3)c2)on1` gave PvdQ inh -9, Keap1 Nrf2 FP -3, PKA-R2B activ 0, NSD2 inh 0, DAGLB inh 1, SR-BI HDL uptake -10, C-LANA FP -1.2, Arrestin-AP2 inh -11, SR-BI DiI-HDL act 10 and Cardiac RTF inh -5.
For CC(C)(C)C(=O)NC(=S)N1CCOCC1 the results were PvdQ inh -13, Keap1 Nrf2 FP -4, PKA-R2B activ -4, NSD2 inh 16, DAGLB inh 1, SR-BI HDL uptake -10, C-LANA FP -1.3, Arrestin-AP2 inh -5, SR-BI DiI-HDL act 10 and Cardiac RTF inh -16.
Screening N#C/C(=C(/O)COC(=O)c1ccc(C#N)cc1)c1nc2ccccc2s1 returned PvdQ inh -1, Keap1 Nrf2 FP 1, PKA-R2B activ -6, NSD2 inh 4, DAGLB inh 7, SR-BI HDL uptake -8, C-LANA FP -2.4, Arrestin-AP2 inh 2, SR-BI DiI-HDL act 8 and Cardiac RTF inh 1.
For O=C(O/N=C(/c1ccccc1)c1ccncc1)c1ccc(F)cc1 the results were PvdQ inh -11, Keap1 Nrf2 FP -8, NSD2 inh -9, SR-BI HDL uptake 1, C-LANA FP -0.7, Arrestin-AP2 inh -5 and SR-BI DiI-HDL act -1.
Screening Cc1cc(=O)[nH]c2nnc(SCC(=O)N3CC(C)OC(C)C3)n12 (configuration not stated) returned PvdQ inh -12, Keap1 Nrf2 FP -4, PKA-R2B activ 7, NSD2 inh -1, DAGLB inh 0, SR-BI HDL uptake -24, C-LANA FP -0.4, Arrestin-AP2 inh -3, SR-BI DiI-HDL act 24 and Cardiac RTF inh 6.
`O=C(NNC(=O)c1cc(Cl)nc2ccccc12)c1ccccc1F` gave PvdQ inh 0, Keap1 Nrf2 FP 1, PKA-R2B activ -14, NSD2 inh 8, DAGLB inh -2, SR-BI HDL uptake 5, C-LANA FP -0.4, Arrestin-AP2 inh -8, SR-BI DiI-HDL act -5 and Cardiac RTF inh -7.
O=C(Cc1ccccc1)Nc1ccc(C(=O)NCc2ccccc2)cc1 was read as PvdQ inh -11, Keap1 Nrf2 FP -5, PKA-R2B activ 1, NSD2 inh -4, DAGLB inh -2, SR-BI HDL uptake -2, C-LANA FP -2.5, Arrestin-AP2 inh -2, SR-BI DiI-HDL act 2 and Cardiac RTF inh -12.
For CCOc1ccc(/C=N/NC(=O)c2ccccc2NC(=O)c2ccc(OC)cc2)cc1 the results were PvdQ inh 7, Keap1 Nrf2 FP 0, PKA-R2B activ -2, NSD2 inh 1, DAGLB inh -12, SR-BI HDL uptake 38, C-LANA FP 0.6, Arrestin-AP2 inh 16, SR-BI DiI-HDL act -38 and Cardiac RTF inh -5.
